# Compound activity deposited in PubChem by several laboratories.
# CatL block: inhibitors of human cathepsin L | inhibition, %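 (tested at 10 µM)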 | purified cathepsin L, fluorogenic substrate, fluorescence | hit rate 0.17% among 58,000 | P07711 | AID 460; in the data active means inhibition above about 45%;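 further: 0% = enzyme with no compound and 100% = no enzyme blank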
# CatS inh: human cathepsin S inhibition. P25774. recombinant cathepsin S, AMC dipeptide fluorescence, pooled mixtures. inhibition, %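 (tested at 5 µM per compound within 10-compound mixtures)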. hit rate 0.06% among 62,000; in the data active means inhibition above about 32%, passing the limit was not always enough; inconclusive means no clear call, values can overlap the other calls;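 further: 0% = enzyme without compound and 100% = blank without enzyme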
# PKA kinase inh: inhibitors of human protein kinase A; PKA Kemptide phosphorylation, Kinase-Glo ATP luminescence; inhibition, % at 6 µM; hit rate 0.1% among 65,000; AID 524;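 active means inhibition above the screen-wide mean inhibition plus 3 SD, cut at about 21% in these data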; further: many of its hits are not listed in these tables
# ROCK2 blocker: ROCK2 (human) kinase inhibition. inhibition, % at 6 µM. purified ROCK2, Kinase-Glo ATP depletion luminescence. O75116. hit rate 0.35% among 60,000. AID 604;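 active means inhibition above the screen-wide mean inhibition plus 3 SD, cut at about 18% in these data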;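 further: plate controls were DMSO wells for no effect and Y-27632 control wells after no-enzyme background subtraction for full effect; many of its hits are not listed in these tables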
# Target sequence (O75116 whole entry, looked up): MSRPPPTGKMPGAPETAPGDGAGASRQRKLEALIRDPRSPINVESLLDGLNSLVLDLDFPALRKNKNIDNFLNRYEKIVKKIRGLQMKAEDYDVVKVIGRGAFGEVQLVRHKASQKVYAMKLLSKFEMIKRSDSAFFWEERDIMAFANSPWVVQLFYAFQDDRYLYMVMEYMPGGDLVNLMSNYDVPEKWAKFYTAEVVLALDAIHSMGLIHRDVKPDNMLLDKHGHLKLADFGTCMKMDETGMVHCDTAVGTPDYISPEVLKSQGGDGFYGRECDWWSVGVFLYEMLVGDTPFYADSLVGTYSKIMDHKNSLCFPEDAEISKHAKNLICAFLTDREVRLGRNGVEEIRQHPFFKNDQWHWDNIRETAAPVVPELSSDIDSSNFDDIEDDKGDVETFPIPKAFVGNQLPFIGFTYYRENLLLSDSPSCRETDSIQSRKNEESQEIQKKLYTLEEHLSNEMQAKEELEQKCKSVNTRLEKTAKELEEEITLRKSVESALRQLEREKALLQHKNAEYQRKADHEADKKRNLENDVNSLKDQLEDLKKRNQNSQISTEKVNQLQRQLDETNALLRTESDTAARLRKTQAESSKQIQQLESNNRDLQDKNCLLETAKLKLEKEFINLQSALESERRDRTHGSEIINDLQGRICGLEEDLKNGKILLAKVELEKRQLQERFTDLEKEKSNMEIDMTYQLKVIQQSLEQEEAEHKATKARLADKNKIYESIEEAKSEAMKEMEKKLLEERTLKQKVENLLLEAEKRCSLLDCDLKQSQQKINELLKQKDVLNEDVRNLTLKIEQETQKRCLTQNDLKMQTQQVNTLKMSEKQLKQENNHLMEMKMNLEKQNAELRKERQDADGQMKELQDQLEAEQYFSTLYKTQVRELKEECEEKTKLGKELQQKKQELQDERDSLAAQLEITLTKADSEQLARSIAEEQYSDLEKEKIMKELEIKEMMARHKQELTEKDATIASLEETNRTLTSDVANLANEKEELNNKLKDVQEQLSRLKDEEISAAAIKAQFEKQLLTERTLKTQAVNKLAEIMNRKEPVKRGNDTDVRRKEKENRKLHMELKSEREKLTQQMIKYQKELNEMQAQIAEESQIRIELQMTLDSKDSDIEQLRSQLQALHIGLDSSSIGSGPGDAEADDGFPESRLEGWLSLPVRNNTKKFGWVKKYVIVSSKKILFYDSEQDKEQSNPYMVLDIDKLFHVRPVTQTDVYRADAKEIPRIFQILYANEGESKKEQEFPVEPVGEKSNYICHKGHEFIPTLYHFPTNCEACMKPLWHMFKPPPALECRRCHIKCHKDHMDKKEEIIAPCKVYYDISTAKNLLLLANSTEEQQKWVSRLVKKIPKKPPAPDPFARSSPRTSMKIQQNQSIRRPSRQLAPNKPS
# HER2 expr 66K: inhibitors of human Her2 kinase expression; P04626; SKBR-3 HER2 protein level, AlphaScreen, 18-24 h; hits give low values; hit rate 0.69% among 65,000; HER2 level % of control, % at 10 µM;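 active means HER2 level under 5% of the carrier-only control; inconclusive means no clear call, values can overlap the other calls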;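 further: 100% = DMSO carrier and 0% = 500 nM PU-H71 HSP90 inhibitor; lower value means stronger loss of Her2 protein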
# CatB mixtures: human cathepsin B inhibition by mixtures; P07858; Purified cathepsin B, AMC dipeptide fluorescence, compound mixtures; inhibition, %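 (ten-compound pools at 5 µM per compound and 50 µM total)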; hit rate 0.06% among 62,000; in the data active means inhibition above about 22%, passing the limit was not always enough; inconclusive means no clear call, values can overlap the other calls;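 further: 0% = enzyme without compound and 100% = no enzyme blank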
# CatB inh: inhibitors of human cathepsin B; AID 453; hit rate 0.1% among 63,000; inhibition, %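 (tested at 10 µM)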; purified cathepsin B, fluorogenic substrate, fluorescence; P07858; in the data active means inhibition above about 21%;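 further: 0% = enzyme with no compound and 100% = no enzyme blank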
# CatG inh: blocks human cathepsin G enzyme activity; P08311; purified enzyme, AMC-tetrapeptide fluorescence, pooled mixtures; inhibition, % at 5 µM (by protocol); hit rate 0.2% among 62,000; AID 581;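 active means inhibition above 20% in each of the two mixture wells holding the compound; inactive means inhibition of 20% or less in either well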;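 further: 0% = enzyme control without mixture and 100% = blank lacking enzyme; strong numbers were not always called active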
# C1s inh: human complement C1s inhibition | mean inhibition % of two 10-compound mixtures (hits give high values), % at 5 µM (by protocol) | P09871 | hit rate 0.16% among 62,000 | AID 538 | purified C1s, fluorogenic AMC substrate, pooled mixtures;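 active means inhibition above 20% in each of the two 10-compound mixture wells holding the compound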;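 further: 0% = enzyme wells lacking compound mixture and 100% = no-enzyme blank wells; some compounds called inactive have numbers as strong as hits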
# Active calls of the source: *; i = inactive; ? = inconclusive; nt = not tested or not shown. The list is partial, so the mix of outcomes need not match the whole.
SMILES,CatL block,CatS inh,PKA kinase inh,ROCK2 blocker,HER2 expr 66K,CatB mixtures,CatB inh,CatG inh,C1s inh
COc1cc(SC)ccc1C(=O)OC1CCOC1=O (stereo not given),-4,0,4,4,81,2,4,8,47
COCCNC(=O)c1ccc(Cn2c(=S)[nH]c3cc4c(cc3c2=O)OCO4)cc1,9,6,-1,nt,112,0,4,-2,-5
CCOC(=O)c1cnn(CC2CCCCC2)c1N,8,6,5,5,107,4,4,27,16
CCOP(=O)(c1ccc(N(C)C)cc1)C(O)c1cc(OC)c(OC)c(OC)c1 (stereo not given),5,12,4,-1,103,2,2,10,13
CC(C)Cn1c(CN2CCN(c3ccccc3F)CC2)nc2c1c(=O)[nH]c(=O)n2C,9,6,3,4,99,-8,2,2,-23
CCc1nnc(NC(=O)Cn2nnc(-c3ccccc3F)n2)s1,0,-3,12,2,89,5,-3,10,21
O=C(CCCN1C(=O)c2ccccc2C1=O)N1CCN(c2ccccn2)CC1,nt,1,-4,-1,85,2,-1,-4,-4
COc1ccccc1Cn1cnc2cccnc21,4,10,4,2,93,5,-3,-1,-31
CCOC(=O)c1ccc(NC(=O)c2ccc(CN3CCOCC3)cc2)cc1,-6,-14,7,9,105,2,-8,-9,-29
Cc1ccc(S(=O)(=O)N2CCC(C(=O)Nc3nnc(-c4ccco4)s3)CC2)cc1,8,4,5,3,121,-2,5,-5,-29
CCOC(=O)c1cc(-c2cccs2)nc2onc(C)c12,i,-20,0,1,74,-5,0,-7,-46
Cc1ccc(-c2cc(C(F)F)nc(N3CCC(C)CC3)n2)cc1,-9,7,1,nt,90,-3,-2,-4,-26
COc1cccc(Cn2nnc(C(=O)NCc3ccccc3Cl)c2N)c1,nt,1,6,6,95,5,-4,0,-32
Cc1cc(C)nc(N(C#N)CN2C(=O)c3ccccc3S2(=O)=O)n1,nt,18,-3,0,89,0,0,2,-3
CC1Oc2ccccc2N(CC(=O)N2CCCc3ccccc32)C1=O (stereo not given),nt,-8,13,8,108,0,6,5,-12
CCC(C)(C)n1nnnc1C(c1cccc(C#N)c1)N1CCN(c2cccc(C)c2C)CC1 (stereo not given),10,-6,12,7,97,-1,-2,-4,2
COc1ccc(C2CC(=O)C3=C(C2)NC(C)=C(C#N)C3c2ccc(N(C)C)cc2)cc1 (stereo not given),6,5,-2,6,73,5,0,-4,-73
COc1cccc2cc(C(=O)N3CCN(c4ccc(C)cc4C)CC3)c(=O)oc12,10,2,8,5,81,1,-1,-10,-12
COC(=O)C1=C(C)NC(=O)CC1c1cc2c(cc1Br)OCO2 (stereo not given),-3,-1,5,4,107,4,0,31,8
COc1ccc(CC(=O)NC2CCN(CC(=O)Nc3ccc4c(c3)OCCO4)CC2)cc1OC,2,?,-2,0,89,5,5,-7,-12
CCOCc1nc(N)[nH]c(=O)c1Cc1ccc(OC(C)C)cc1,-1,nt,-6,0,105,nt,0,nt,nt
CS(=O)(=O)N1CCC(C(=O)Nc2ccc(Br)cc2F)CC1,nt,11,5,5,103,-3,3,10,7
CN(Cc1nc(-c2cccnc2)no1)S(=O)(=O)c1ccc2ccccc2c1,1,-5,-5,-9,74,-3,0,-5,-6
O=C(Nc1ccccc1C(=O)O)c1ccc(Cl)c(S(=O)(=O)N2CCOCC2)c1,5,-2,-10,-4,111,2,4,10,-1
Cn1c(=O)c2c(nc(SCC(=O)Nc3ccccc3N3CCCCC3)n2C)n(C)c1=O,nt,2,5,4,133,-6,4,7,-18
COc1ccc(C2/C(=C(\O)c3cc(C)ccc3C)C(=O)C(=O)N2CCN(C)C)cc1OC (stereo not given),12,-4,-8,nt,50,2,8,7,4
COc1cccc(NC(=O)CN(c2cccc(F)c2)S(C)(=O)=O)c1,-4,-2,-1,2,95,6,-1,-1,-26
O=C(Nc1ccccn1)c1c(O)c2cccc3c2n(c1=O)CCC3,13,2,6,7,74,0,1,-2,1
COC(=O)C1=C(C)N(c2ccc(F)c(Cl)c2)C(=O)C1,8,-6,-2,2,99,0,3,7,-24
CCCc1nnc(NC(=O)CCC(=O)Nc2ccc(F)cc2)s1,4,10,3,2,86,5,-1,2,-27

# A section from further up:
SMILES,CatL block,CatS inh,PKA kinase inh,ROCK2 blocker,HER2 expr 66K,CatB mixtures,CatB inh,CatG inh,C1s inh
CCC(C)(C)n1nnnc1C(c1cccc(C#N)c1)N1CCN(c2cccc(C)c2C)CC1 (stereo not given),10,-6,12,7,97,-1,-2,-4,2
COc1ccc(C2CC(=O)C3=C(C2)NC(C)=C(C#N)C3c2ccc(N(C)C)cc2)cc1 (stereo not given),6,5,-2,6,73,5,0,-4,-73
COc1cccc2cc(C(=O)N3CCN(c4ccc(C)cc4C)CC3)c(=O)oc12,10,2,8,5,81,1,-1,-10,-12
COC(=O)C1=C(C)NC(=O)CC1c1cc2c(cc1Br)OCO2 (stereo not given),-3,-1,5,4,107,4,0,31,8
COc1ccc(CC(=O)NC2CCN(CC(=O)Nc3ccc4c(c3)OCCO4)CC2)cc1OC,2,?,-2,0,89,5,5,-7,-12
CCOCc1nc(N)[nH]c(=O)c1Cc1ccc(OC(C)C)cc1,-1,nt,-6,0,105,nt,0,nt,nt
CS(=O)(=O)N1CCC(C(=O)Nc2ccc(Br)cc2F)CC1,nt,11,5,5,103,-3,3,10,7
CN(Cc1nc(-c2cccnc2)no1)S(=O)(=O)c1ccc2ccccc2c1,1,-5,-5,-9,74,-3,0,-5,-6
O=C(Nc1ccccc1C(=O)O)c1ccc(Cl)c(S(=O)(=O)N2CCOCC2)c1,5,-2,-10,-4,111,2,4,10,-1
Cn1c(=O)c2c(nc(SCC(=O)Nc3ccccc3N3CCCCC3)n2C)n(C)c1=O,nt,2,5,4,133,-6,4,7,-18
COc1ccc(C2/C(=C(\O)c3cc(C)ccc3C)C(=O)C(=O)N2CCN(C)C)cc1OC (stereo not given),12,-4,-8,nt,50,2,8,7,4
COc1cccc(NC(=O)CN(c2cccc(F)c2)S(C)(=O)=O)c1,-4,-2,-1,2,95,6,-1,-1,-26
O=C(Nc1ccccn1)c1c(O)c2cccc3c2n(c1=O)CCC3,13,2,6,7,74,0,1,-2,1
COC(=O)C1=C(C)N(c2ccc(F)c(Cl)c2)C(=O)C1,8,-6,-2,2,99,0,3,7,-24
CCCc1nnc(NC(=O)CCC(=O)Nc2ccc(F)cc2)s1,4,10,3,2,86,5,-1,2,-27

# Further structures follow.
SMILES,CatL block,CatS inh,PKA kinase inh,ROCK2 blocker,HER2 expr 66K,CatB mixtures,CatB inh,CatG inh,C1s inh
CCOC(=O)c1cc2sc(C)cc2n1CC(=O)NCCc1ccccc1,-6,-6,8,nt,54,0,4,1,-39
COc1ccccc1N1CCN(c2cc(=O)n(Cc3ccc(F)cc3)c(=O)[nH]2)CC1,35,15,1,2,57,8,3,10,10
CCn1c2ccccc2c2cc(C3N=C(N)Nc4nc5ccccc5n43)ccc21 (stereo not given),13,0,9,5,92,1,2,1,5
O=C(c1nnc(Cc2ccc(Cl)cc2)o1)N1CCOCC1,nt,0,10,2,100,4,5,11,8
CCSc1ncnc2c(C#N)c3n(c12)CCCCC3,7,7,12,3,81,5,6,-2,-46
O=C(NCCSCc1ccco1)Nc1ccc(Cl)cc1,10,7,2,5,90,-6,4,13,17
COc1ccc2sc(NC(=O)CC(C)C)nc2c1,-6,-9,-1,2,-19*,-4,0,1,-81
c1ccc2[nH]c(NCCCN3CCOCC3)nc2c1,-7,20,-2,-1,110,1,2,-1,-9
COc1cc(C(=O)NC2=NCCS2)ccc1OCc1c(C)noc1C,2,-1,5,3,79,4,1,4,-3
CSc1ccccc1NC(=O)CN(c1ccccc1)S(=O)(=O)N(C)C,0,20,10,12,99,6,-1,7,13
O=C(O)CN1C(=O)COc2cc(S(=O)(=O)N3CCCC3)ccc21,4,5,-1,-10,93,3,5,3,-5
Oc1[nH]c2ccccc2c1/C=N/c1nccs1,3,-6,6,7,61,2,4,9,2
COc1ccc(S(=O)(=O)Cc2ccc(C(=O)NCc3cccs3)o2)cc1,nt,33,-6,1,79,-3,0,-7,-30
Cc1ccc(CNc2ccc3c(c2)OCO3)c(C)c1,nt,-8,11,5,51,-2,2,4,-7
CCOc1ccccc1N(CC(=O)Nc1ccccc1C(=O)OC)S(C)(=O)=O,nt,-7,nt,nt,195,-1,1,3,2
C/C(=C\C(=O)c1ccc(C)o1)Nc1ccc(C(=O)O)cc1C,-3,-3,-1,2,245,1,1,8,-2
Cc1cccc(-n2c(SCC(=O)NCc3ccco3)nc3ccccc3c2=O)c1,-3,-8,2,-1,108,3,1,3,-29
CCOC(=O)N1CCN(CC(=O)n2c(C)c(C)c3ccccc32)CC1,-1,0,2,0,92,1,-1,9,-5
COc1ccc(-c2nnc(COc3ccc4ccccc4c3)o2)cc1OC,nt,-5,nt,nt,144,-2,0,-7,-43
O=C(c1ccc(-c2ccccc2)cc1)N1CCN(c2nc3ccccc3o2)CC1,-5,-6,-6,-1,14,1,-1,26,14
Cc1cnc(C(=O)OCC(=O)Nc2cc(Cl)cc(Cl)c2)cn1,2,17,-2,nt,222,-2,4,0,2
COc1n[nH]c2nncnc12,24,1,10,7,118,-2,3,6,13
Cc1nn2cc(-c3ccc(-c4ccccc4)cc3)nc2s1,-2,-2,3,4,94,3,-3,-5,-9
CCOC(=O)c1sc(NC(=O)CNC(=O)Cn2cnc3sc(C)c(C)c3c2=O)nc1C,0,0,5,8,86,-8,0,5,-5
C=CCn1c(SCc2cc(=O)n3ccsc3n2)nnc1C1CCCCC1,8,19,-1,-6,166,10,-3,22,6
CC1(C)CC(=O)C2=C(C1)OC(N)=C(C#N)C21CCC2(CC1)OCCO2,12,3,-2,4,104,7,1,1,4
CC(C)NS(=O)(=O)c1ccc(CCC(=O)NCc2cccnc2)cc1,0,-3,-2,nt,123,1,0,14,-9
Cc1ccc(S(=O)(=O)NCC(=O)N(CC(=O)NC2CCCCC2)Cc2ccco2)cc1,11,16,6,4,94,4,-3,9,-12
Cc1ccc(CNc2ccc3c(c2)OCO3)cc1,nt,6,2,-8,59,7,nt,-9,-45
O=C(NC(C(=O)c1ccccc1)n1cnccc1=O)c1ccccc1 (stereo not given),nt,1,nt,nt,101,-5,2,7,-7

# Ordered by length of the SMILES (low to high): some entries from above
SMILES,CatL block,CatS inh,PKA kinase inh,ROCK2 blocker,HER2 expr 66K,CatB mixtures,CatB inh,CatG inh,C1s inh
COc1ccc2sc(NC(=O)CC(C)C)nc2c1,-6,-9,-1,2,-19*,-4,0,1,-81
O=C(NCCSCc1ccco1)Nc1ccc(Cl)cc1,10,7,2,5,90,-6,4,13,17
O=C(NC(C(=O)c1ccccc1)n1cnccc1=O)c1ccccc1 (stereo not given),nt,1,nt,nt,101,-5,2,7,-7

# Later entries:
SMILES,CatL block,CatS inh,PKA kinase inh,ROCK2 blocker,HER2 expr 66K,CatB mixtures,CatB inh,CatG inh,C1s inh
O=C(NCCCN1CCCC1=O)NC12CC3CC(CC(C3)C1)C2,-2,5,8,7,113,-2,1,-5,-5
O=C1Cc2ccccc2C(c2ccccc2)N1 (stereo not given),6,-4,4,4,62,-6,-2,6,-32
CC(=O)Nc1cccc(OCC(=O)Nc2ccccc2)c1,8,-3,8,3,134,0,2,7,2
CC(NC(=O)C(c1ccccc1)c1ccccc1)C(=O)O (stereo not given),4,7,0,nt,288,2,4,9,9
CCOC(=O)c1ccc(NS(=O)(=O)c2cnc[nH]2)cc1,12,8,9,3,124,0,9,1,-13
